Assay outcomes as filed in PubChem.
NPR2 activator: GC-B (human) receptor activation; P20594; HEK293-GC-B cells, CNP EC30, cGMP TR-FRET; 0% at EC30 CNP, 100% saturating CNP; activation, % at 10 µM; 370,000 tested, 0.11% active; AID 1920062;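 active = activation at 10 µM reaching about 35% in either raw or pattern-adjusted values, limit read from the data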
HTRA1 inh: HTRA1 (human) protease inhibition. recombinant HTRA1, FP-rhodamine activity-based probe, fluorescence polarization. inhibition, % at 5.96 µM. 340,000 tested, 0.5% active; in the data active = inhibition above about 36%;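 also: 0% = enzyme with DMSO and 100% = wells lacking enzyme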
Target sequence (Q92743 whole entry, looked up): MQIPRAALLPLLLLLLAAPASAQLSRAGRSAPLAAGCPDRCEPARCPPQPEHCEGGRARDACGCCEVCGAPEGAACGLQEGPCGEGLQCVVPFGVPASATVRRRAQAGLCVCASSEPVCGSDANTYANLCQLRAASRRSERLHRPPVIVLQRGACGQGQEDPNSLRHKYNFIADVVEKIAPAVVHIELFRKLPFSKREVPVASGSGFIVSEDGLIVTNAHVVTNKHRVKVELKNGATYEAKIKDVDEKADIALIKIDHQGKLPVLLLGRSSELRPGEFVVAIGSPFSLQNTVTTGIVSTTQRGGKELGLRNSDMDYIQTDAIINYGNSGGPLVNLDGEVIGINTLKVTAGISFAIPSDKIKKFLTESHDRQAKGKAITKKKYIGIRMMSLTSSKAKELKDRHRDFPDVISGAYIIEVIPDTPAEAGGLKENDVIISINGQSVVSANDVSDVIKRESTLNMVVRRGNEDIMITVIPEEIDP
rCAG RNA binder: r(CAG) repeat RNA binding | TO-PRO-1 dye displacement fluorescence | inhibition, % at 3 µM | 370,000 tested, 1.3% active;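 active = inhibition above the plate cutoff, the mean of all test compounds on that plate plus 3 SD, cut at about 35% in these data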;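 also: 0% = DMSO alone and 100% = 100 µM mitoxantrone as full dye displacement; higher means more dye released from RNA so lower well fluorescence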
GC-A act: GC-A (human) enzyme activation; P16066; 370,000 tested, 0.14% active; activation, % at 10 µM; HEK293 GC-A cells, cGMP TR-FRET, EC30 ANP; 0% at EC30 ANP, 100% saturating ANP; in the data active = activation above about 40%
Rev-erbA mod: modulates human Rev-erb alpha binding to DNA | P20393 | Rev-erbα–FITC-DNA binding, fluorescence polarization, 90 min | activity, % at 10 µM | 370,000 tested, 0.79% active | AID 1259318;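 active = activity above about 14%, limit read from the data; passing the limit was not always enough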;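 also: 0% = DMSO wells with 35 nM protein and 100% = DMSO wells with 750 nM protein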
ARFGAP1 inh: inhibits rat ARF GTPase activating protein 1 | 360,000 tested, 0.26% active | inhibition, % at 16.5 µM | Arfgap1-stimulated ARF1 GTP hydrolysis, GDP FP detection | AID 651572 | Q62848;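 active = inhibition above a per-plate limit, mean inhibition of low control wells plus 3 SD, cut at about 25% in these data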;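 also: 0% = DMSO wells with enzyme and 100% = wells lacking Arfgap1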
Target sequence (Q62848 1-136 limits assumed): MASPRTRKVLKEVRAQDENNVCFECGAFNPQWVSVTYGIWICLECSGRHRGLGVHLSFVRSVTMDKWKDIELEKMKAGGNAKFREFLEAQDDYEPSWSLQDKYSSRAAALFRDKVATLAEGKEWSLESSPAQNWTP
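Assay system: purified rat His6-Arfgap1 residues 1-136 (GAP domain); Reagent: human Δ17 ARF1 bound to GTP; Dosing: 16.5 µM single point, 1.26% DMSO; Times: GTP hydrolysis reaction 2 h at 25 °C; Signal: FP, GDP Alexa 633 tracer displaced from anti-GDP antibody, 620/688 nm; Measure: % inhibition from polarization.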
SMARCA2 act: increases SMARCA2 function in MMTV reporter cells; MG213 cells, MMTV-luciferase reporter, dexamethasone, overnight; activation, % at 9.1 µM; 370,000 tested, 1% active; AID 652017; in the data active = activation above about 7.8%;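 also: 0% = vehicle wells and 100% = reference activator wells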
ABHD4 inh: ABHD4 (mouse) inhibition, primary FP screen. Q8VD66. purified mABHD4, FP-Rh probe fluorescence polarization. inhibition, % at 8.92 µM. 370,000 tested, 0.54% active. AID 720543;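 active = inhibition exceeding the mean over every tested compound plus 3 SD, cut at about 30% in these data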;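 also: 0% = plate median of compound wells and 100% = S159A mutant with DMSO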
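Assay system: mouse ABHD4 enzyme, wild type / Also added: fluorescent activity-based probe FP-Rh / Doses: single nominal dose of 8.92 µM, 0.89% DMSO final / Timing: 45 min compound pre-incubation plus 60 min probe step, 25 °C / Signal: FP readout, ex 525 nm / em 598 nm / Control set: S159A mutant/DMSO as 100%, compound-well median as 0%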
PG9 binder: PG9 antibody binding by small molecule | TR-FRET gp120-PG9 antibody binding | inhibition, % at 6.7 µM | 360,000 tested, 0.43% active | AID 624416; in the data active = inhibition above about 8.5%
ASAP1 inh: ASAP1 ArfGAP inhibition. Q9ULH1. ASAP1-stimulated ARF1 GTP hydrolysis, GDP FP detection. inhibition, % at 16.5 µM. 360,000 tested, 0.19% active. AID 624377; in the data active = inhibition above about 25%;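 also: 0% = vehicle with enzyme and substrate and 100% = no enzyme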
Target sequence (Q9ULH1 325-724 limits assumed): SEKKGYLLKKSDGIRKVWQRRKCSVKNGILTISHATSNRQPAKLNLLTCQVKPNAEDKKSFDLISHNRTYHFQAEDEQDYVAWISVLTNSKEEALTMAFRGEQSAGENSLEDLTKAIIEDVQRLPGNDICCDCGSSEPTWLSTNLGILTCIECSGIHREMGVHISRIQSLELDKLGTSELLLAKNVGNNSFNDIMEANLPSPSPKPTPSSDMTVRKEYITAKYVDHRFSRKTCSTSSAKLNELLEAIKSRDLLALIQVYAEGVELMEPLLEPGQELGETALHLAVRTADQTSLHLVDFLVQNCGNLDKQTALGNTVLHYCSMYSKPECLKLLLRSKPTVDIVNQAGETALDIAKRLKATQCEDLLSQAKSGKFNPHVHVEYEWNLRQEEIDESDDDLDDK
* hit, by the source's call; . = not tested or not shown; & = joins results of further samples. A portion of the library; the hit share may differ from the screen's.

#	structure	NPR2 activator	HTRA1 inh	rCAG RNA binder	GC-A act	Rev-erbA mod	ARFGAP1 inh	SMARCA2 act	ABHD4 inh	PG9 binder	ASAP1 inh
1	O=C1NC(=O)C(Cc2ccccc2)(Cc2ccccc2)C(=O)N1Cc1ccccc1	4	-15	1	-3	3	5	1	-8	-0.3	-3
2	COC(=O)C1=C(c2ccc(OC(F)(F)F)cc2)C[C@@H]2CC[C@H]1N2C(=O)NCc1ccc(F)cc1	-10	-15	-9	-6	7	2	0	21	-2.8	-13
3	CCOC(=O)c1cnc(SCc2ccc(Cl)c(Cl)c2)nc1N1CC1	1	-44	4	-5	-1	4	0	-17	0.9	14
4	O=C1N[C@@H](Cc2ccccc2)C(=O)N2[C@H]1C[C@H]1c3ccccc3N(OOSc3ccccc3)[C@H]12	5	0	-3	-2	2	1	1	0	-0.3	4
5	O=C(C[N+]12CCC(CC1)C(CO)C2)c1ccc([N+](=O)[O-])cc1 (stereo unspecified)	3	-19	3	-3	3	6	-1	-6	0.4	-4
6	COC(=O)C1=C(c2ccc(F)cc2F)C[C@@H]2CC[C@H]1N2C(=O)NCc1ccc2c(c1)OCO2	1	-1	-5	-5	-2	-2	0	6	-1.6	9
7	COc1cc(C2c3cc4c(cc3CC3COC(=O)C32)OCO4)cc(OC)c1O (stereo unspecified)	-3	2	-1	-6	-2	11	-3	3	-0.2	5
8	OCCNc1c2c(nc3ccccc13)CCCC2	-5	1	3	14	7	-6	-1	2	0.2	11
9	OCC12CO[C@@H]3c4ccccc4[C@H](OC1)N32 (stereo partly specified)	2	2	0	3	3	5	2	-5	-2.2	13
10	CCC1=Nc2cc(C(=O)N3CCC4(CC3)OCCO4)ccc2Sc2ccccc21	5	-4	-6	4	0	18	-2	4	-0.3	4
11	COc1ccc(-n2c(C)nc3ccccc3c2=O)c([N+](=O)[O-])c1	3	7	-3	2	-1	-7	-4	2	0.3	-3
12	Oc1cccc2nc3ccccc3nc12	-9	67*	3	-7	10	4	1	18	-19	-2
13	CN1C(=O)N(C)C(=O)C2(Cc3cc(NC(=O)c4ccccc4Cl)ccc3N3CCCC32)C1=O (stereo unspecified)	2	-5	17	6	-3	6	-2	-9	-1.8	1
14	CN(C)c1ccc(/C=C2/C(=O)NC(=O)N(Cc3ccco3)C2=O)cc1	-6	-1	26	23	-1	-3	-2	-12	0.2	-10
15	CC1CCN(C(CC(=O)c2ccccc2)C(=O)c2ccccc2)CC1 (stereo unspecified)	14	-27	8	13	-6	-8	3	-6	-0.1	2
16	COC(=O)C1=C(c2ccccc2)C[C@@H]2CC[C@H]1N2C(=O)NC1CC1	1	0	-2	1	3	1	1	-5	-1.3	10

Quoted from the listing:
Under rCAG RNA binder, no. 12 has the entry 3
Under Rev-erbA mod, no. 16 has the entry 3

Next entries
#	structure	NPR2 activator	HTRA1 inh	rCAG RNA binder	GC-A act	Rev-erbA mod	ARFGAP1 inh	SMARCA2 act	ABHD4 inh	PG9 binder	ASAP1 inh
17	O=C1NC(=O)C(CCc2ccncc2)(CCc2ccncc2)C(=O)N1Cc1ccc(F)cc1	-7	2	-6	-3	-5	-1	3	-1	-2.9	-2
18	Cc1cc(=O)oc2cc(OCC(=O)N3C[C@H]4C[C@@H](C3)c3cccc(=O)n3C4)c(Cl)cc12	6	1	0	-2	-7	-5	0	3	1.6	-6
19	CC(C)N1C(=O)/C(=C/C=C/c2ccco2)C(=O)N(Cc2ccco2)C1=O	0	-14	45*	8	-9	14	-1	-27	-0.6	14
20	COC(=O)C1=C(c2ccc(F)cc2OCc2ccccc2)C[C@@H]2CC[C@H]1N2C(=O)NCc1ccc(Cl)cc1	-4	-48	12	-6	8	-5	-2	-19	1.2	-8
21	CC(C)CCOC(=O)c1c(N)n(CC2CCCO2)c2nc3ccccc3nc12 (stereo unspecified)	-2	-20	-7	5	3	6	-2	13	1.5	5
22	COC(=O)C1=C(c2ccccc2OCc2ccccc2)C[C@@H]2CC[C@H]1N2C(=O)NCc1ccc([N+](=O)[O-])cc1	-7	-36	1	-7	2	1	0	-5	2.1	4
23	O=C(c1cc(C(=O)NCc2ccccc2)c(=O)n(Cc2ccccc2)c1)c1cc(Cl)ccc1O	-2	-45	18	2	0	-6	-2	-17	-1.5	3
24	O=C1NC(=S)N(c2ccccc2F)C(=O)/C1=C\c1cccs1	-1	-26	14	7	4	1	-2	-47	0.9	1
25	COC(=O)C1=CCCN(C)C1	-2	1	1	4	5&-2	2	1	0	0.7	8
26	NCC(CC(=O)O)c1ccc(Cl)cc1 (stereo unspecified)	5	4	-2	8	-1&1	12	-2	1	-1.9	3
27	CCCCN1C(=O)/C(=C/C=C/c2ccco2)C(=O)NC1=S	-2	-41	76*	-16	-20	-11	5	-113	-2.3	0
28	C[C@]12CCC3C(CC[C@H]4[C@H](O)[C@H](O)CC[C@]34C)C1CCC2=O (stereo partly specified)	3	7	0	5	9	7	-5	-4	-1.1	-3
29	C/C(=C\c1ccc(N(C)C)cc1)[N+](=O)[O-]	2	3	4	14	6	6	-3	7	-8.0	-3
30	COC(=O)C1=C(c2ccc(OCc3ccccc3)cc2)C[C@@H]2CC[C@H]1N2C(=O)NCc1ccc2[nH]ccc2c1	-1	-22	9	-3	-11	3	-3	17	0.8	-4
31	O=c1[nH]c(=O)n(CCc2ccccc2)c(O)c1C=NCc1ccc2c(c1)OCO2	-21	-3	-2	-27	-1	5	-3	6	2.0	5
32	C[C@]12CCC3=C4CCC(=O)C=C4CC[C@H]3C1CC[C@@H]2O (stereo partly specified)	3	2	-7	-1	0	-6	-3	3	-0.8	-3
33	CCN(CC)CCN=Cc1c(O)n(Cc2ccccc2)c(=O)[nH]c1=O	-1&2	-1&2	-3&-3	8&1	1&7	1&10	-3&0	6&-3	1.9&-1.4	-7&3
34	CC(=O)NC(Cc1ccc(N(CCCl)CCCl)cc1)C(=O)NC(CC(C)C)C(=O)O (stereo unspecified)	1	7	3	3	7	0	0	-4	-0.1	1
35	CCCCC(=O)N/N=C/c1c(O)n(Cc2ccc(F)cc2)c(=O)[nH]c1=O	1	-3	6	0	-3	-10	-2	-2	-2.6	3
36	CC(C)n1cc(C(=O)N(CC(=O)NC(C)(C)C)Cc2ccccc2)cn1	1	-1	-2	-1	5	11	0	1	0.9	15
37	COc1c2c(cc3c1OCO3)CC[N+](C)=C2	8	9	1	4	-4	6	0	5	2.0	-3
38	O=C(Nc1ccccc1)Oc1ccccc1	4	0	0	3	-3	15	-2	3	-1.8	-7
39	Cc1cccnc1-n1c(-c2ccccc2)nc2ccccc2c1=O	-10	0	-2	-9	-2	5	-1	5	-0.7	-9
40	CC(C)COc1ccc(C2(C#N)CC[N+](C)(C)CC2)cc1	0	3	2	1	-2	-7	-5	-2	1.1	-1

Reprinted from the part before: 2 entries; new compounds follow.
#	structure	NPR2 activator	HTRA1 inh	rCAG RNA binder	GC-A act	Rev-erbA mod	ARFGAP1 inh	SMARCA2 act	ABHD4 inh	PG9 binder	ASAP1 inh
39	Cc1cccnc1-n1c(-c2ccccc2)nc2ccccc2c1=O	-10	0	-2	-9	-2	5	-1	5	-0.7	-9
40	CC(C)COc1ccc(C2(C#N)CC[N+](C)(C)CC2)cc1	0	3	2	1	-2	-7	-5	-2	1.1	-1
41	COc1ccc(C(Nc2ccccc2)P(=O)(Oc2ccccc2)Oc2ccccc2)cc1 (stereo unspecified)	-10	0	-3	-19	7	-11	-2	-3	0.1	2
42	O=c1c2ccccc2nc(C[n+]2ccccc2)n1-c1cccc(C(F)(F)F)c1	-2	1	3	3	-1	-8	0	5	-1.9	-13
43	O=c1[nH]c(=O)n(Cc2ccco2)c(O)c1C=NCc1ccco1	4	8	6	2	7	11	3	9	0.2	6
44	CCN(CC)c1ccc(N=Cc2c(O)n(-c3ccc(OC)cc3)c(=O)[nH]c2=O)cc1	-4	35	8	-1	-2	-2	-1	38*	-1.6	-3
45	COc1cccc(NP(=O)(Oc2ccc(Cl)cc2)Oc2ccc(Cl)cc2)c1	-6	-47	2	-7	0	-5	-4	-16	0.6	7
46	Cn1c(O)c(/C=N/N2CCCCC2)c(=O)[nH]c1=O	1	1	0	1	8	-1	-1	1	-1.3	0
47	CCCCn1c(O)c(C=NC2CCCCC2N)c(=O)[nH]c1=O (stereo unspecified)	-2	5	1	-1	-1	0	-1	1	0.7	2
48	COc1ccc(CN2CCCC(C(=O)c3ccccc3SC)C2)cc1O (stereo unspecified)	0	-2	-5	-1	0	0	-2	-8	0.4	-8
49	CC(C)S(=O)(=O)N1Cc2ccc(Br)cc2-n2nncc2C1	8	.	1	1	4	5	-6	3	0.3	12
50	CCCCn1c(O)c(C(C)=NCCc2ccccc2)c(=O)[nH]c1=O	5	2	-5	3	2	-3	2	3	0.8	-7
51	CCOC(=O)C1(CCCc2ccccc2)CCN(C2CCC2)CC1	-2	1	3	-2	2	-4	5	-5	-1.3	14
52	CC(C)CC(N(C)C)C1(c2ccc(Cl)cc2)CCC1 (stereo unspecified)	-11&-7	3&4	-1&0	-11&-11	2&4&-3	17&5	-4&2	-2&-3	0.7&1.4	-10&4
53	Cc1sc2c(c1C)C(c1ccc(C(C)(C)C)cc1)=NCC(=O)N2CC(=O)Nc1nccs1	0	-11	4	-3	-4	11	0	-8	-0.4	-9
54	COc1ccc(C2SCC(=O)Nc3c2c(=O)[nH]n3C2CCCCCC2)cc1OC (stereo unspecified)	5	-4	-2	-2	5	2	-4	8	2.0	-6
55	O=C(N/N=C/c1c(O)n(Cc2ccco2)c(=O)[nH]c1=O)c1ccccc1O	2	4	58*	2	5	5	-2	31*	-0.1	18
56	NC(=O)c1ccc(N=Cc2c(O)n(Cc3ccco3)c(=O)[nH]c2=O)cc1	-2	-3	22	1	-26	-3	0	-4	0.1	-3
57	CCN(CC)C(=O)c1ccc(NC(=O)C2=C(C)OCCS2)cc1	4	2	-4	1	-2	6	0	7	-1.9	2
58	N#CC1=C(N)Oc2c(c(=O)oc3ccccc23)C1c1ccc(OC(=O)N2CCOCC2)cc1 (stereo unspecified)	-1	-5	9	-3	3	-3	-5	-5	-0.7	4
59	CC1(C)CN(S(=O)(=O)OCC(Cl)(Cl)Cl)C(=O)N1	6	1	5	3	5	-6	-1	-6	-0.8	2
60	COc1ccccc1OCC#CCN1CCCC(C)C1 (stereo unspecified)	-1	7	-7	1	4	10	0	11	1.6	1
61	O=C(COC(=O)c1cc(Br)cc(Br)c1O)NC12CC3CC(CC(C3)C1)C2	1	.	5	-2	0	-13	-1	-3	1.1	-2
62	O=C(C(Cc1ccccc1)NS(=O)(=O)c1ccc(F)cc1)N1CCC2(CC1)OCCO2 (stereo unspecified)	4	0	-7	-1	6	-6	0	1	-1.7	2
63	CCC1(CCCC(=O)c2ccc(F)cc2)C(=O)NC(=S)NC1=O	-2	4	3	-2	4	-11	-4	3	2.0	-9
64	CCc1nccc2c1[nH]c1ccccc12	0	-12	0	6	-4	-5	6	-2	1.4	-1
65	CCN(CC)S(=O)(=O)c1ccc(N=Cc2c(O)n(-c3ccccc3)c(=O)[nH]c2=O)cc1	-3	4	1	7	0	7	0	-1	0.3	1
66	Nc1ccc(C(=O)N/N=C2/CN3CCC2CC3)cc1	2	7	3	2	6	1	4	2	-1.6	1
